# Screening results as filed in PubChem BioAssay.
# PP5 primary: PP5 phosphatase inhibitors, primary screen, biochemical, fluorescence. AID 1987, 2009. 320,000 tested, 0.18% active. purified PP5c, OMFP substrate fluorescence. inhibition, % at 6.7 µM. Serine/threonine-protein phosphatase 5 (Homo sapiens), P53041;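 active means inhibition above the campaign's mean inhibition across all tested compounds plus 3 SD, cut at about 9.5% in these data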;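 further: 0% = DMSO only and 100% = 100 µM cantharidin control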
# AHR activator: AHR activators, primary screen, cell-based, luminescence, luciferase reporter, human; Aryl hydrocarbon receptor (Homo sapiens), P35869; AHR-responsive luciferase reporter cells; activation, % at 5 µM; 320,000 tested, 2.5% active; AID 2796, 2010; in the data active means activation above about 47%;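 further: 0% = vehicle wells and 100% = reference agonist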
# Target sequence (P35869 whole entry, looked up): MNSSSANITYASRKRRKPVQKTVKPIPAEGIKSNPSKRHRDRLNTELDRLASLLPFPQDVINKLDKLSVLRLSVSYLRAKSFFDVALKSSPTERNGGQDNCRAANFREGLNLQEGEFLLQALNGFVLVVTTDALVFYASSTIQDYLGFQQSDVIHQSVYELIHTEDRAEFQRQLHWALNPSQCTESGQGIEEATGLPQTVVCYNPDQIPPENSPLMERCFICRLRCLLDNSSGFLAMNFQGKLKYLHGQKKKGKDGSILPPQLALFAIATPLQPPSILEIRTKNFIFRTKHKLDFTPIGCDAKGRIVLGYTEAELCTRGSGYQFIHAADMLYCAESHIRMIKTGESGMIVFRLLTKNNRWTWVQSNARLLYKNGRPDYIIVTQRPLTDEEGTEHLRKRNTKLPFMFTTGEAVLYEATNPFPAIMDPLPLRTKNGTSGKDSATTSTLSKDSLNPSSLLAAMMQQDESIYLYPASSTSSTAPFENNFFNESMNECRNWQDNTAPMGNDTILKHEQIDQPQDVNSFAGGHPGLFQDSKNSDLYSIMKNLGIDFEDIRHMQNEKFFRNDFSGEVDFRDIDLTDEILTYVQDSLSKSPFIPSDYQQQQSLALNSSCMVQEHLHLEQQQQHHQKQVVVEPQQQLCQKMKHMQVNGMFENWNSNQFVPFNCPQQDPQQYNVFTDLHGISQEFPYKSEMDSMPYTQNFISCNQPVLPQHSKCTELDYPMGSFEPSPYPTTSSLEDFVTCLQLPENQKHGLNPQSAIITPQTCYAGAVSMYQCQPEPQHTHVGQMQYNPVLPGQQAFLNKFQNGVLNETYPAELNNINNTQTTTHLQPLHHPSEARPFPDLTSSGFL
# HCV core dimer: inhibitors of HCV core protein dimerization, primary screen, biochemical, TR-FRET, high-throughput; TR-FRET GST/Flag-core106 dimerization, 1536-well; inhibition, % at 5 µM; 300,000 tested, 0.33% active;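 active means inhibition above the mean of all tested compounds plus 3 SD, set per screening campaign, cut at about 45% in these data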
#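 Assay system: Tagged HCV core106 pair (GST and Flag) | Buffer or medium: KF-containing HEPES buffer, pH 7.45, DTT, CHAPS, BSA | Also added: Eu donor and XL665 acceptor anti-tag antibodies | Dosing: One concentration, 5 µM, in 0.5% DMSO | Timing: 4 h at 22.5 °C | Technique: TR-FRET 671 and 617 nm emission | Repeats: Singlicate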
# Fh CTSL1 inh: Fasciola hepatica cathepsin L1 inhibitors, primary screen, counter-screen for PFM18AAP inhibitor project, biochemical, QFRET, fluorogenic peptide substrate; recombinant F. hepatica cathepsin L1, Z-Leu-Arg-MCA fluorescence; inhibition, % at 5.96 µM; 300,000 tested, 0.49% active; AID 1906, 2009;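 active means inhibition above the mean of all tested compounds plus 3 SD, set per screening campaign, cut at about 17% in these data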;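 further: 0% = plate median of test compound wells and 100% = 1 µM Z-Phe-Ala-diazomethylketone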
# procasp7 counter: procaspase-7 activators, primary screen, counter-screen for procaspase-3 activator project, biochemical, absorbance, HTS, human | activation, % at 8.5 µM | 330,000 tested, 0.093% active | recombinant procaspase-7, Ac-DEVD-pNA absorbance 405 nm; D23A/D198A/D206A triple mutant, cannot self-cleave; scale: DMSO 0, 5 µM enzyme 100 | Caspase-7 (Homo sapiens), P55210;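 active means percent activation above the screen-wide mean plus 3 SD, cut at about 25% in these data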
#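 Assay system – Uncleavable procaspase-7 mutant enzyme · Quantity – 2 µM procaspase-7 mutant as dispensed · Times – 1 h preincubation, 2 h reaction · Dosing – single nominal 8.5 µM compound dose, 0.8% DMSO final · Buffer or medium – Zinc-free 50 mM HEPES buffer, pH 7.4, with NaCl and Triton X-100 · Detection – Epi-absorbance of released pNA at 405 nm, two timepoints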
# TPT1 inhibitor: Candida albicans TPT1 enzyme inhibitors, primary screen, biochemical, fluorescence polarization; tRNA 2'-phosphotransferase TPT1 (Candida albicans SC5314); recombinant caTPT1, FP RNA substrate dephosphorylation; inhibition, % at 5 µM; 300,000 tested, 0.81% active; AID 1962, 2009;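 active means inhibition above the mean of all tested compounds plus 3 SD, set per screening campaign, cut at about 24% in these data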;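 further: plate controls were DMSO alone for no effect and ferristatin control at 100 nM for full effect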
# PP1 inh: PP1-alpha phosphatase inhibitors, primary screen, counter-screen for PP5 inhibitor project, biochemical, fluorescence, OMFP substrate, single point. purified PP1alpha. inhibition, % at 6.7 µM. 320,000 tested, 0.9% active. AID 2235, 2010;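 active means inhibition above the mean inhibition of all tested compounds plus 3 SD, computed separately for each screening campaign, cut at about 15% in these data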
# PAFAH2 FP inh: PAFAH2 enzyme inhibitors, primary screen, biochemical, fluorescence polarization, human | inhibition, % at 3.39 µM | 340,000 tested, 0.99% active | recombinant PAFAH2, FP-rhodamine activity probe | Platelet-activating factor acetylhydrolase 2, cytoplasmic (Homo sapiens), Q99487 | AID 492956, 2010;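 active means inhibition above the mean over all tested compounds plus 3 SD, cut at about 30% in these data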;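 further: inhibitors block probe labeling of enzyme so polarization drops; 0% = enzyme with DMSO and 100% = wells lacking PAFAH2 protein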
# proCasp3 act: activators of human procaspase-3 D3A mutant, primary screen, biochemical, absorbance, PC-3 D3A mutant, single concentration. Caspase-3 (Homo sapiens), P42574. recombinant procaspase-3 D3A, Ac-DEVD-pNA absorbance 405 nm. activation, % at 8.5 µM. 330,000 tested, 0.11% active. AID 463141, 2010;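 active means activation above the mean of all tested compounds plus 3 SD, cut at about 21% in these data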;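 further: 0% = DMSO alone and 100% = DMSO wells spiked with extra 5 µM PC-3 D3A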
# Target sequence (P42574 whole entry D9A/D28A/D175A): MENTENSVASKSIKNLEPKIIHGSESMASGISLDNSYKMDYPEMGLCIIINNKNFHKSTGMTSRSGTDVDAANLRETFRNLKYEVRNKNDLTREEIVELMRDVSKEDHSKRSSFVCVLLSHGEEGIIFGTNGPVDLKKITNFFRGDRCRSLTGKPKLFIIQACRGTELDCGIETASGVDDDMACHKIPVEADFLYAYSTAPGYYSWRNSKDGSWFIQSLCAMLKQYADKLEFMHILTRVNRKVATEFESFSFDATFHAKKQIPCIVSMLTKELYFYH
#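 Compound: 8.5 µM single point, 0.8% DMSO / Material: Autoprocessing-dead procaspase-3 D3A mutant enzyme / Timing: 1 h preincubation plus 2 h reaction at 25 °C / Medium: Zinc-free HEPES/NaCl buffer with 0.01% Triton X-100 at pH 7.4 / Technique: 405 nm absorbance of p-nitroaniline, reads at 0 and 120 min / Repeats: one well per compound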
# The depositor's hits bear a star; x = no result given.
# Start of the listing, in advance:
1: O=C(NCc1ccco1)/C(=C/c1ccc(Br)cc1)NC(=O)c1ccco1
2: CN(C)C(=O)CSc1nnc(-c2ccc(F)cc2)c2ccccc12

Screen / compound no.	1	2
PP5 primary	2.2	1.9
AHR activator	2	7
HCV core dimer	-4	5
Fh CTSL1 inh	0	-1
procasp7 counter	7	-8
TPT1 inhibitor	1	-3
PP1 inh	-3	-3
PAFAH2 FP inh	-2	-5
proCasp3 act	8	2

# The listing (from the top)
1: O=C(NCc1ccco1)/C(=C/c1ccc(Br)cc1)NC(=O)c1ccco1
2: CN(C)C(=O)CSc1nnc(-c2ccc(F)cc2)c2ccccc12
3: N=c1n(CCO)c2ccccc2n1CCN1CCCCC1
4: Cc1ccc(NC(=O)COc2ccccc2C(=O)NCCc2ccccc2)cc1
5: CCN(CC)c1ccc(/C=N/NC(=O)c2cccc(S(=O)(=O)N3CCOCC3)c2)cc1
6: COc1ccccc1Nc1ncccc1C(=O)NCc1ccccc1
7: Cc1cccc(C(=O)OC2CCOC2=O)c1C (stereo not drawn)
8: CC(=O)NC1(C(F)(F)F)C(=O)Nc2c1c(=O)[nH]c(=O)n2Cc1ccco1 (stereo not drawn)

Screen / compound no.	1	2	3	4	5	6	7	8
PP5 primary	2.2	1.9	2.1	2.4	-0.4	2.2	0.8	1.1
AHR activator	2	7	0	8	13	9	-1	-1
HCV core dimer	-4	5	5	15	-14	1	0	-7
Fh CTSL1 inh	0	-1	0	-1	6	1	-4	-2
procasp7 counter	7	-8	-1	3	0	-5	5	-9
TPT1 inhibitor	1	-3	2	0	0	-2	0	0
PP1 inh	-3	-3	-7	-3	3	2	-6	-3
PAFAH2 FP inh	-2	-5	-1	-8	11	0	16	-2
proCasp3 act	8	2	1	15	-4	-4	-1	-3

# Single records (already shown). Order of screens: PP5 primary	AHR activator	HCV core dimer	Fh CTSL1 inh	procasp7 counter	TPT1 inhibitor	PP1 inh	PAFAH2 FP inh	proCasp3 act
# Cc1ccc(NC(=O)COc2ccccc2C(=O)NCCc2ccccc2)cc1 is listed with 2.4	8	15	-1	3	0	-3	-8	15
# N=c1n(CCO)c2ccccc2n1CCN1CCCCC1 is listed with 2.1	0	5	0	-1	2	-7	-1	1

# New compounds follow.
9: COc1ccccc1NS(=O)(=O)c1cc(NC(=S)Nc2cc(C)cc(C)c2)ccc1Cl
10: CN(C(=O)c1ccccc1Br)C1CCS(=O)(=O)C1 (stereo not drawn)
11: C=CCC(C)(NCc1ccccc1)c1ccco1 (stereo not drawn)
12: CC(=O)c1ccc(N2CCN(S(=O)(=O)c3cn(C)cn3)CC2)cc1
13: CC(C)=Cc1c(O)nc2ccccn2c1=O
14: COc1cc2c(cc1OC)CN(C(=S)Nc1ccc(C)cc1C)CC2
15: O=C(CN1C(=O)NC2(CCOc3ccccc32)C1=O)NCCc1ccccc1 (stereo not drawn)
16: CCOc1ccccc1N(C)C(=O)Cn1ncc2c([nH]c3ccccc32)c1=O

Screen / compound no.	9	10	11	12	13	14	15	16
PP5 primary	3.3	-0.1	1.2	-0.1	-0.5	3.3	x	1.8
AHR activator	4	-2	-3	1	3	10	12	17
HCV core dimer	3	-1	4	-2	-2	-4	x	5
Fh CTSL1 inh	-4	-1	7	5	1	-8	x	2
procasp7 counter	2	0	-1	-11	5	-13	6	4
TPT1 inhibitor	2	-1	-4	-3	-1	-4	x	1
PP1 inh	1	5	-5	-3	-3	-3	x	-6
PAFAH2 FP inh	-51	-3	-10	3	-16	-1	2	13
proCasp3 act	2	-15	0	-3	2	5	4	0

17: Cc1ccc(NC(=O)CCC(=O)N/N=C/c2cccs2)cc1C
18: CCC(=O)n1nc(-c2ccc(Cl)cc2)nc1NCc1ccccc1
19: O=C(CCN1C(=O)/C(=C/c2ccccc2)SC1=S)N[C@@H](CO)Cc1ccccc1
20: C=CC[C@H](CC(=O)N(CCO)Cc1ccccc1)C(=O)N[C@H](COC(=O)[C@@H](CC=C)CC(=O)OC(C)(C)C)Cc1ccccc1
21: CCOC(=O)N1CCC(NC(=O)c2ccccc2C(=O)O)CC1
22: Cc1ccc([C@@H]2CC=C(C(=O)O)[C@H](c3ccccc3F)N2S(=O)(=O)c2ccccc2C)cc1
23: O=C(O)c1cc([N+](=O)[O-])ccc1NCCc1ccccc1
24: O=c1[nH]c(/C=C/c2ccc3c(c2)OCO3)c([N+](=O)[O-])c(=O)[nH]1

Screen / compound no.	17	18	19	20	21	22	23	24
PP5 primary	3.3	-1.0	1.7	x	-0.4	x	-3.0	0.6
AHR activator	28	1	-3	1	0	1	-1	1
HCV core dimer	-2	1	0	x	3	x	4	7
Fh CTSL1 inh	1	4	5	x	0	x	1	0
procasp7 counter	4	3	-15	6	7	9	7	9
TPT1 inhibitor	-1	3	0	x	0	x	3	0
PP1 inh	3	1	4	x	-4	x	-3	0
PAFAH2 FP inh	10	-1	-5	-3	-6	-3	4	x
proCasp3 act	-6	5	-5	4	-3	-9	-6	3

25: COc1cc(C2NC(=O)NC(C)=C2C(=O)OC(C)(C)C)ccc1OCC(N)=O (stereo not drawn)
26: Cc1ccc2[nH]c(=O)c(CN(CCc3ccccc3)C(c3nnnn3Cc3ccco3)C(C)C)cc2c1 (stereo not drawn)
27: NS(=O)(=O)c1ccc(NC(=O)CSC2CCCCC2)cc1
28: CC(C)C[C@H](NC(=O)[C@@H]1Cc2ccccc2CN1C(=O)OC(C)(C)C)C(=O)NCC1CCC(C(=O)O)CC1 (stereo partly drawn)
29: COc1ccc(S(=O)(=O)N2CCC3(CC2)OCCN3S(=O)(=O)c2ccccc2)cc1OC
30: CCCCOc1ccc(S(=O)(=O)NC(=O)NCc2ccc(OCCC)cc2)cc1
31: Cc1noc(C)c1S(=O)(=O)NC1CCCc2ccccc21 (stereo not drawn)
32: O=C(Cc1ccccc1)NCC(=O)OCC(=O)c1ccccc1Cl

Screen / compound no.	25	26	27	28	29	30	31	32
PP5 primary	-0.6	5.1	0.2	2.1	0.0	-0.7	1.2	7.0
AHR activator	-2	4	3	-1	0	1	16	0
HCV core dimer	-5	16	-3	-1	-2	7	7	-1
Fh CTSL1 inh	-1	8	-2	-1	1	2	0	-9
procasp7 counter	3	-24	4	2	13	5	0	7
TPT1 inhibitor	-3	15	-4	0	-2	1	5	1
PP1 inh	-2	12	0	-1	-1	-4	1	-1
PAFAH2 FP inh	-1	-5	1	0	7	5	-5	-2
proCasp3 act	0	-13	0	-6	8	7	0	1

33: C/C(=N\Nc1ccccc1)c1cc2ccccc2oc1=O
34: COc1cccc(COC(=O)C2CCN(C(=O)c3ccccc3C)CC2)c1OC
35: Cc1ccc(-c2noc(CCC(=O)NCc3ccco3)n2)cc1
36: COc1ccc(C(=O)c2c[nH]c(C(=O)NCCCn3ccnc3)c2)cc1
37: CCN(CC)S(=O)(=O)c1ccc(C(=O)NC2=C(C(=O)OC)SCC2)cc1
38: CC(C)(C)CC(=O)Nc1cc2c3c(c1)CC(=O)N3CCC2
39: Cc1nc(N2CCN(Cc3ccccc3)CC2)nc2c1CCC2
40: CCN(CC)CCN(Cc1cc2ccc(C)cc2[nH]c1=O)C(=S)Nc1ccccc1C(=O)OC

Screen / compound no.	33	34	35	36	37	38	39	40
PP5 primary	0.4	1.4	1.8	-0.8	3.9	1.5	4.7	1.5
AHR activator	7	1	5	31	-6	7	0	4
HCV core dimer	1	-12	0	-6	3	0	4	-2
Fh CTSL1 inh	-2	1	0	-4	1	-1	-1	5
procasp7 counter	-9	-2	-13	1	-3	5	4	-17
TPT1 inhibitor	-1	1	-3	1	-3	0	0	2
PP1 inh	-3	-4	0	-1	-6	4	-2	3
PAFAH2 FP inh	-1	-4	-2	-5	-3	-5	5	6
proCasp3 act	3	-4	-6	-3	-5	6	8	-9

41: O=C(NC1CCN(C(=O)Nc2ccccc2)CC1)C1CCCCC1
42: Cn1c(SCC(=O)Nc2ccc(F)cc2F)nnc1-c1cccnc1
43: Oc1ccccc1/C=N/Nc1cc(N2CCCC2)nc(N2CCCC2)n1
44: COc1cc(OC)cc(C(=O)NCc2cccnc2)c1
45: CC(C)CC(=O)NC(=S)N1CCN(c2ccc([N+](=O)[O-])cc2Cl)CC1
46: COc1cc(OC)cc(-c2c(-c3ccc(F)cc3)c3cc(-c4ccc(SC)cc4)ccc3n2C)c1
47: CCOc1ccccc1CNS(=O)(=O)c1ccc2c(c1)oc(=O)n2C
48: CCC(=O)N(Cc1cc2ccccc2[nH]c1=O)C(C)C

Screen / compound no.	41	42	43	44	45	46	47	48
PP5 primary	-4.4	-0.2	14*	1.2	2.5	x	1.9	-0.8
AHR activator	2	48*	13	32	-2	-1	2	2
HCV core dimer	-9	-2	-13	-6	-3	x	-5	-4
Fh CTSL1 inh	5	4	-2	19*	1	x	3	0
procasp7 counter	-4	-1	1	5	6	9	4	5
TPT1 inhibitor	-1	1	2	2	-1	x	-2	-1
PP1 inh	-6	-2	8	-1	0	x	-3	-4
PAFAH2 FP inh	2	-11	-5	0	7	4	2	1
proCasp3 act	8	6	-12	8	-6	7	1	3

49: CCC(NC(=O)CCc1c(C)c2cc3c4c(oc3cc2oc1=O)CCCC4)C(=O)O (stereo not drawn)
50: Cc1ccccc1OCC1CNC(=O)O1 (stereo not drawn)
51: Cc1ccc(-c2ccc(/C=N/NC(=O)CN3CCOCC3)o2)cc1[N+](=O)[O-]
52: CCCn1nnc(NC(=O)c2ccccc2Br)n1
53: Cc1sc2ncnc(NCCCO)c2c1C
54: CCC(=O)c1ccc(OCC(=O)OCC(=O)Nc2ccc3c(c2)OCCO3)cc1
55: CCOc1cc(/C=C2\SC(=O)N=C2N)ccc1O
56: OC(COc1ccccc1)CN1CCC(Cc2ccccc2)CC1 (stereo not drawn)

Screen / compound no.	49	50	51	52	53	54	55	56
PP5 primary	-0.2	1.6	0.3	1.9	-4.6	x	0.8	-1.0
AHR activator	-5	-3	11	2	-2	-1	48*	-1
HCV core dimer	7	5	3	6	3	x	-31	4
Fh CTSL1 inh	3	0	1	-3	-5	x	-1	0
procasp7 counter	3	1	-8	4	-8	4	-14	5
TPT1 inhibitor	8	0	-2	-3	-2	x	15	3
PP1 inh	-3	-4	1	-7	-1	x	-6	0
PAFAH2 FP inh	2	-9	0	-6	-5	-1	4	-2
proCasp3 act	7	-5	-4	-1	1	-13	-18	1
